Screening results from PubChem BioAssay.
RGS7-Gao: modulates binding of RGS7 to human Galphao. 220,000 compounds, 0.35% hits. Multiplexed bead flow cytometry; actives lie on both sides. P09471. binding response (% of control), % at 10 µM; in the data active means binding response below about 49% or above about 150%; inconclusive means no clear call, values can overlap the other calls; inactive means in between;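 further: fluorescent Galphao held in activated GDP-AlF4 state binding bead-coupled RGS7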
Target sequence (P09471 whole entry, looked up): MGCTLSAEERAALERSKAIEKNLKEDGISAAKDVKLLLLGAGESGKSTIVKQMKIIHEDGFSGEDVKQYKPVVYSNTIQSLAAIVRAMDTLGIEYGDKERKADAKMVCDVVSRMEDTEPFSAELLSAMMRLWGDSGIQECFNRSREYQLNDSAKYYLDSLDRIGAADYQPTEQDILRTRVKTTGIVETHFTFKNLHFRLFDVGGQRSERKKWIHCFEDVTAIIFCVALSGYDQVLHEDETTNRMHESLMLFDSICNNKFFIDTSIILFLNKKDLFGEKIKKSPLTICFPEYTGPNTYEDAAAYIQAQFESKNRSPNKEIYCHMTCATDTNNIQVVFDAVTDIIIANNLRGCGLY
RGS4-Gao reg: modulates binding of RGS4 to human Galphao; Multiplexed bead flow cytometry; actives lie on both sides; P09471; 220,000 compounds, 0.33% hits; binding response (% of control), % at 10 µM; AID 1415; in the data active means binding response below about 49% or above about 150%; inactive means in between;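 further: fluorescent Galphao activated with aluminum fluoride binding bead-coupled RGS4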
Bim-Bcl-W: disrupts Bim peptide binding to human Bcl-W; 190,000 compounds, 0.02% hits; bead-based flow cytometry; inhibition, % at 10 µM; AID 952; Q92843;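 further: 0% = bound tracer without compound and 100% = peptide blocker; higher means less fluorescent Bim peptide bound to Bcl-W beads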
Mcl1-Bid inh: Mcl-1/Bid interaction inhibition | Q07820 | 220,000 compounds, 0.97% hits | TR-FRET Mcl-1/Bid-Dy647 peptide binding, 1536-well | AID 1021 | inhibition, % at 21.7 µM;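 active means compounds that cut the binding signal by more than half at the single screening dose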;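 further: His-tagged Mcl-1 with europium anti-His antibody binding Bid BH3 peptide; 0% = Mcl-1 plus peptide wells and 100% = peptide-only wells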
RGS8-Gao reg: human RGS8-Galphao interaction regulation; response (percent of control binding), % at 10 µM; P09471; 220,000 compounds, 0.34% hits; multiplexed bead flow cytometry, RGS8-Galphao binding; actives lie on both sides; in the data active means response below about 60% or above about 140%; inactive means in between;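 further: Galphao activated as the GDP aluminium fluoride complex binding bead-coupled RGS8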
Bim-Bcl-2: human Bim-Bcl-2 interaction inhibition. 190,000 compounds, 0.06% hits. P10415. Bead-based flow cytometry, Bim peptide-Bcl-2 binding. inhibition, % at 10 µM; in the data active means inhibition above about 40%; inconclusive means no clear call, values can overlap the other calls;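 further: 0% = no compound wells with probe peptide and 100% = reference peptide inhibitor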
Target sequence (P10415 whole entry, looked up): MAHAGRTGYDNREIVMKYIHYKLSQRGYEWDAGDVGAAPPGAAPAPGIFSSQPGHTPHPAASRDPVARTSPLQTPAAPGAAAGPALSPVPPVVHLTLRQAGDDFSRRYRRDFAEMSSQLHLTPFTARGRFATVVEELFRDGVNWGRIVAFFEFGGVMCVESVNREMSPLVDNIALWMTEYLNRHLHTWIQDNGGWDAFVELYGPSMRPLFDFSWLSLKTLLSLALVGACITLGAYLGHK
Bfl-1 Bim block: human Bim-Bfl-1 interaction inhibition; Bead-based flow cytometry, Bim-Bfl-1 binding inhibition; inhibition, % at 10 µM; 190,000 compounds, 0.12% hits; AID 1008;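 further: 0% = wells without compound plus tracer and 100% = blocker peptide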
Bim-Bcl-B: disrupts Bim peptide binding to human Bcl-B; Q9HD36; bead-based flow cytometry; inhibition, % at 10 µM; 190,000 compounds, 0.073% hits;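 further: 0% = tracer peptide without compound and 100% = reference inhibitor peptide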
Target sequence (Q9HD36 whole entry, looked up): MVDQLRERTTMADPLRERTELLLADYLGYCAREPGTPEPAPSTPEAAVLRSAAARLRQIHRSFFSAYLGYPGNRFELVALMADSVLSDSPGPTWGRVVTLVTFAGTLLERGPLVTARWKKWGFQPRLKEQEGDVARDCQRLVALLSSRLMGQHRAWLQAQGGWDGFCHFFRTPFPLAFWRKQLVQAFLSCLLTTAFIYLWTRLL
Bim-Bcl-XL: disrupts Bim peptide binding to human Bcl-XL. Q07817. bead flow cytometry, fluorescence. inhibition, % at 10 µM. 190,000 compounds, 0.04% hits
Target sequence (Q07817 whole entry, looked up): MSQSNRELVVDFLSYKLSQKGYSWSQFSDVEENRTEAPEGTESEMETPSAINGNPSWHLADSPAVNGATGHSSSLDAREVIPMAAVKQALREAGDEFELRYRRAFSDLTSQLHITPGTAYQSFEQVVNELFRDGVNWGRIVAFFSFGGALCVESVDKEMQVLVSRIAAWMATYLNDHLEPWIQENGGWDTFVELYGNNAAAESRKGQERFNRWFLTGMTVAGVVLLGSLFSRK
Bim-Mcl-1: inhibitors of Bim-Mcl-1 interaction, human. Bead-based flow cytometry, Bim peptide-Mcl-1 binding. Q07820. inhibition, % at 10 µM. 190,000 compounds, 0.1% hits;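 further: 0% = no compound tracer wells and 100% = peptide blocker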
GSH bead fluor: compound fluoresces at 488/530 nm on GSH beads; fluorescence (KMESF) at 10 µM; 190,000 compounds, 0.25% hits; GSH beads flow cytometry, compound fluorescence 488/530 nm; stronger effect = higher value; AID 1776; in the data active means fluorescence above about 89;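 further: glutathione beads carrying GST-tagged Bcl family fusion proteins plus one bare bead set; values are compound well signal with DMSO vehicle wells as background; inactives centre near 16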
Starred values were filed as active, the others as inactive; ? = inconclusive. Unless noted, no stated cut-off is given here; in the data, active means inhibition above about 40%. Rows were taken by chance; 1.8% or so of the library scored in one or more.

SMILES	RGS7-Gao	RGS4-Gao reg	Bim-Bcl-W	Mcl1-Bid inh	RGS8-Gao reg	Bim-Bcl-2	Bfl-1 Bim block	Bim-Bcl-B	Bim-Bcl-XL	Bim-Mcl-1	GSH bead fluor
CCOCc1cc(C)[nH]c(=O)c1C#N	102.6	104.4	0.0	1.6	104.2	0.0	0.0	0.0	0.0	-2.0	16
CN1C(=O)CC(N2CCN(C(c3ccccc3)c3ccccc3)CC2)C1=O (configuration not stated)	99.7	100.2	0.0	-26.9	100.2	0.0	0.0	0.0	-2.0	-1.0	11
COc1ccc(C(=O)Nc2ccc(S(=O)(=O)Nc3nccnc3OC)cc2)cc1OC	94.1	93.0	20.0	-10.6	99.1	15.0	22.0	-14.0	12.0	17.0	15
COc1cc(C)c(C(C)C)cc1S(=O)(=O)NCCCn1ccnc1	103.3	98.7	-1.0	-2.8	98.5	-7.0	-10.0	-5.0	-5.0	0.0	37
Cn1nc(C(=O)NC2=NCCS2)ccc1=O	90.3	96.8	1.0	-17.8	96.0	2.0	2.0	4.0	0.0	4.0	14
CCCCc1nc2ccccc2c(N)c1CCC (tested in a mixture with another compound)	105.1	106.4	-5.0	-4.8	104.1	-6.0	-12.0	-9.0	-9.0	-3.0	17
Cc1cc(NC(=O)CSc2ncnc3sc(C)c(C)c23)no1	?	102.5	-3.0	-35.1	101.1	-3.0	-2.0	-7.0	0.0	0.0	12
O=C(CSc1ccsc1[N+](=O)[O-])N1CCCCC1	101.1	102.8	0.0	3.4	102.3	-1.0	0.0	-2.0	2.0	1.0	14
Cc1ccc(/C=C2\SC(=S)N(CCC(=O)NNC(=O)c3cccnc3)C2=O)cc1	96.5	98.5	-1.0	43.2	101.0	-5.0	-2.0	-11.0	-4.0	-2.0	9
CC12CCCCC1c1ccccc1C(=NCC(=O)O)N2 (configuration not stated)	94.7	102.1	-1.0	-16.5	100.3	-9.0	-11.0	-7.0	-4.0	-2.0	12
Cc1cccc(NC(=O)CSc2nnc(CNC(=O)c3cccs3)o2)c1C	109.7	101.4	-5.0	-30.8	98.6	-10.0	-7.0	-4.0	-4.0	-3.0	10
O=C(NCc1ccco1)c1cccc(S(=O)(=O)N2CCOCC2)c1	101.5	105.9	0.0	-34.6	104.7	0.0	0.0	-4.0	3.0	-1.0	9
CSc1nc(Cl)c(Cc2ccc(OC(C)C)cc2)c(N(C)C)n1	99.4	103.7	2.0	10.8	98.2	3.0	2.0	5.0	5.0	0.0	10
CCn1c(NCc2ccccn2)nc2c1c(=O)n(C)c(=O)n2C	101.6	102.9	0.0	-22.4	102.2	-13.0	-20.0	-10.0	-6.0	-4.0	22
COc1ccc(-n2ncc3c(N4CCCc5ccccc54)ncnc32)cc1	100.8	101.8	-1.0	-14.9	102.9	-4.0	0.0	3.0	-1.0	0.0	24
Fc1ccc(-n2cnnn2)c(F)c1	92.5	99.6	0.0	-28.9	98.5	-8.0	-12.0	-6.0	-5.0	1.0	15
Cc1ccc(NC(=S)N2CCCC(c3nc4ccccc4[nH]3)C2)cc1 (configuration not stated)	103.2	100.0	0.0	-27.1	97.9	0.0	-2.0	-4.0	0.0	0.0	18
CCOc1ccccc1NC(=S)N1CCN(c2nc(-c3ccc(F)cc3)cs2)CC1	97.7	101.8	3.0	-16.6	99.4	0.0	-5.0	-5.0	1.0	0.0	13
Cc1nc2nc3c(c(=O)n2[nH]1)CCCC3	98.2	96.5	-1.0	-4.8	99.8	-1.0	0.0	0.0	-1.0	0.0	20
Cc1csc(NC(=O)C2CCN(S(=O)(=O)c3cccs3)CC2)n1	102.7	105.9	-1.0	84.4*	110.5	-4.0	-9.0	-7.0	-4.0	1.0	10
CN(C)CCn1c(C(=O)Nc2ccccc2)cc2ccccc21	98.5	101.7	0.0	6.2	99.6	-6.0	-17.0	-5.0	-8.0	-2.0	27
Cc1cc(C(=O)Nc2c(C)n(C)n(-c3ccccc3)c2=O)c2ccccc2n1	107.8	108.0	0.0	-37.5	103.9	-2.0	-2.0	-2.0	-1.0	-6.0	15
CCN(CC)C(=O)CSc1nnc(CCCCCNC(=O)OC(C)(C)C)o1	90.4	98.0	1.0	-34.8	97.8	0.0	0.0	-2.0	0.0	-1.0	13
Cc1nc([N+](=O)[O-])c(C(=O)OCc2ccccc2Br)n1C	100.0	99.0	4.0	-17.1	100.3	2.0	-4.0	-4.0	-2.0	0.0	11
O=S(=O)(c1ccc2c(c1)OCCO2)N(Cc1ccc(F)cc1)Cc1nnc(-c2cccs2)o1	101.9	99.7	0.0	-0.8	100.7	-12.0	-13.0	-8.0	-3.0	0.0	35
O=S(CC1CC1(Cl)Cl)CC1CC1(Cl)Cl (configuration not stated)	98.7	100.9	-4.0	7.9	101.9	-6.0	-8.0	-6.0	-5.0	-2.0	15
O=C(CC(c1ccccc1)c1ccccc1O)NCc1ccco1 (configuration not stated)	103.2	102.2	1.0	-45.9	100.5	2.0	2.0	-1.0	0.0	0.0	16
O=C(Nn1cnnc1)c1cc2cc(Br)ccc2oc1=O	102.8	102.5	-2.0	-24.8	101.1	1.0	1.0	1.0	-4.0	-2.0	13
O=C(Cc1ccccc1)NNC(=O)C1CCCC1	95.1	97.6	-2.0	-17.8	97.9	0.0	0.0	-2.0	-1.0	1.0	6
O=c1[nH]sc2ccccc12	100.0	94.7	-6.0	-65.2	87.4	-1.0	13.0	-40.0	-8.0	-5.0	11
Cc1ccc(Cn2c(=O)c3cccnc3n(CC(=O)Nc3cccc(C(F)(F)F)c3)c2=O)cc1	98.9	102.2	-4.0	-2.0	102.9	-2.0	-1.0	-7.0	-5.0	-5.0	21
Cc1ccc(CSc2nnc(Cn3c(=O)sc4ccccc43)n2C)cc1	104.0	101.4	-6.0	15.9	100.0	-8.0	-6.0	-10.0	-10.0	-1.0	16
CC(C)C(=O)Nc1ccc(NC(=O)c2cc3ccccc3o2)cc1	96.1	93.0	-3.0	-24.0	98.1	0.0	-2.0	-2.0	1.0	0.0	40
CCn1c(SCC(=O)Nc2cccnc2Cl)nnc1-c1ccccc1	102.1	104.0	1.0	-10.0	104.7	0.0	1.0	0.0	-4.0	0.0	22
CCn1nc(C)c(/C=N/NC(=O)Cn2nc(C)cc2C)c1C	100.8	99.8	-1.0	-21.5	102.0	-1.0	-2.0	-3.0	-1.0	-2.0	20
Cc1ccc(C(=O)Nc2ccc3c(c2)ncn3C)cc1	100.0	101.1	-3.0	7.7	99.7	0.0	-3.0	-4.0	-1.0	-4.0	13

In another format: five of the compounds above
RGS7-Gao	RGS4-Gao reg	Bim-Bcl-W	Mcl1-Bid inh	RGS8-Gao reg	Bim-Bcl-2	Bfl-1 Bim block	Bim-Bcl-B	Bim-Bcl-XL	Bim-Mcl-1	GSH bead fluor	Molecule
90.3	96.8	1.0	-17.8	96.0	2.0	2.0	4.0	0.0	4.0	14	Cn1nc(C(=O)NC2=NCCS2)ccc1=O
105.1	106.4	-5.0	-4.8	104.1	-6.0	-12.0	-9.0	-9.0	-3.0	17	CCCCc1nc2ccccc2c(N)c1CCC (tested in a mixture with another compound)
?	102.5	-3.0	-35.1	101.1	-3.0	-2.0	-7.0	0.0	0.0	12	Cc1cc(NC(=O)CSc2ncnc3sc(C)c(C)c23)no1
101.1	102.8	0.0	3.4	102.3	-1.0	0.0	-2.0	2.0	1.0	14	O=C(CSc1ccsc1[N+](=O)[O-])N1CCCCC1
96.5	98.5	-1.0	43.2	101.0	-5.0	-2.0	-11.0	-4.0	-2.0	9	Cc1ccc(/C=C2\SC(=S)N(CCC(=O)NNC(=O)c3cccnc3)C2=O)cc1

Next section
SMILES	RGS7-Gao	RGS4-Gao reg	Bim-Bcl-W	Mcl1-Bid inh	RGS8-Gao reg	Bim-Bcl-2	Bfl-1 Bim block	Bim-Bcl-B	Bim-Bcl-XL	Bim-Mcl-1	GSH bead fluor
CN(C)c1nc(N)nc(-c2nc3ccccc3s2)n1	99.6	100.7	-1.0	-0.1	103.0	0.0	-1.0	-1.0	0.0	-2.0	16
C=CCn1c(CCNC(=O)C(C)(C)C)nc2ccccc21	101.3	96.4	-1.0	-5.3	98.6	-9.0	-10.0	-10.0	-12.0	-2.0	33
COc1ccccc1/C=N\Nc1cc(C)nc(-n2nc(C)cc2C)n1	102.2	104.2	-2.0	-39.8	101.6	-8.0	-7.0	-4.0	-3.0	1.0	11
COc1ccc(NC(=O)C(=O)NCc2ccncc2)c(OC)c1	95.7	97.7	1.0	-11.3	98.4	2.0	3.0	2.0	1.0	2.0	13
O=[N+]([O-])c1nn(-c2ccc3c(c2)OCCO3)n(O)c1=NCc1ccc(F)cc1	93.8	97.6	2.0	-14.1	88.4	1.0	1.0	0.0	0.0	1.0	7
Cc1ccc(NC(=O)COC(=O)CCc2ccc(S(=O)(=O)N3CCOCC3)cc2)cc1F	94.3	98.2	0.0	-18.5	97.3	-3.0	-2.0	-6.0	-4.0	-2.0	24
CCN(CC)C(=O)CSc1nc2ccccc2o1	102.1	101.3	-3.0	-8.5	104.1	-8.0	-1.0	-7.0	-6.0	0.0	12
CCOC(=O)C1CCCN(C(=O)c2ccc(CS(=O)(=O)c3ccc(Br)cc3)o2)C1 (configuration not stated)	97.9	91.8	2.0	-22.7	97.2	-6.0	-10.0	-5.0	-4.0	1.0	19
Cc1ccc(NC(=S)NC2CCCC2)cc1	95.6	87.9	0.0	-37.5	95.3	-8.0	-7.0	-8.0	-2.0	-2.0	16
CCOC(=O)N1CCN(C(=O)C(C)N(c2ccccc2)S(C)(=O)=O)CC1 (configuration not stated)	98.9	101.0	-1.0	10.3	103.2	-4.0	-5.0	-5.0	-1.0	0.0	14
CC(C)(C)NC(=O)NC(=O)COC(=O)Cn1c(C(F)(F)F)nc2ccccc21	100.8	99.6	-2.0	-22.4	99.8	-13.0	-18.0	-10.0	-8.0	-5.0	26
O=C(Nc1cccn2ncnc12)c1ccccc1	100.9	106.0	-2.0	-8.8	103.3	0.0	-4.0	0.0	-5.0	-1.0	8
O=C(Nc1ccc2c3c(cccc13)CC2)c1ccc(Br)o1	100.1	102.0	5.0	7.4	100.8	-1.0	-7.0	-3.0	-16.0	0.0	41
COc1ccc(NC(=O)COC(=O)c2ccc(S(=O)(=O)N(C)c3ccccc3OC)cc2)c(OC)c1	99.4	100.9	-1.0	-14.2	99.7	-7.0	-10.0	-4.0	-3.0	0.0	17
COc1cc(C(=O)NCC(=O)OCc2ccccc2Cl)cc(OC)c1OC	96.1	102.3	1.0	-38.3	102.1	0.0	-6.0	-3.0	-2.0	0.0	13
CC1CCCCN1S(=O)(=O)c1ccc(C(=O)Nc2nnc(-c3ccccc3Cl)o2)cc1 (configuration not stated)	102.7	103.1	-1.0	-48.2	120.0	-4.0	-3.0	-2.0	-7.0	-5.0	24
N[C@@H](Cc1ccc(O)cc1)c1nnc([C@H](CC(=O)O)NC(=O)C2CCNCC2)o1	89.7	91.4	-1.0	-10.8	93.1	0.0	-3.0	-3.0	0.0	3.0	21
O=C(N/N=C/C1CC=CCC1)c1cc(Br)ccc1O (configuration not stated)	97.4	102.8	-3.0	-78.4	100.6	-2.0	-2.0	-5.0	-8.0	-3.0	11
CCc1ccccc1N(C)S(=O)(=O)c1ccc2[nH]cc(C(=O)N3CCc4ccccc43)c(=O)c2c1	97.7	99.0	0.0	17.2	88.3	0.0	-1.0	-3.0	-2.0	-2.0	24
